# ARNT TACC3 PPI: disruptors of ARNT/TACC3 protein interaction, primary screen, biochemical, AlphaScreen, single concentration; Transforming acidic coiled-coil-containing protein 3 (Homo sapiens), Q9Y6A5; AlphaScreen His-ARNT PAS-B/GST-TACC3 binding, luminescence; TACC3 fragment carries E629A point mutation; inhibition, % at 9.99 µM; 390,000 compounds, 0.66% hits; AID 623870, 2012;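 active means mean inhibition of replicates at least 50% and at least half of replicates each reaching 50%; inconclusive means half or more replicates reach 50% but mean below 50%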;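 further: 0% = complete ARNT plus TACC3 wells and 100% = ARNT alone without TACC3; many hits fall short of the cut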
# DENV2 CPE rescue: inhibitors of DENV2 cytopathic effect, primary screen, cell-based, plate reader, single concentration; DENV2-infected cells, cytopathic effect rescue; CPE inhibition, % at 9.99 µM; 350,000 compounds, 1.7% hits; in the data active means CPE inhibition above about 20%, passing the limit was not always enough; inconclusive means no clear call, values can overlap the other calls; tested in BHK-21 cells;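 further: 0% = median of neutral control wells and 100% = median of positive control wells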
# XiGFP reactiv: activators of inactive X chromosome reactivation, primary screen, imaging, XiGFP fibroblasts, GFP high-content imaging, set 2; XiGFP mouse fibroblasts, % GFP-positive cells imaging, 3 d; cells co-treated with 5-aza-dC sensitizer; scaled so ellipticine positive control = 100%; activation, % at 7.58 µM; 360,000 compounds, 0.055% hits; AID 743238, 2013;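 active means mean normalized replicate activation at least 10% and every replicate at or above 10%; inconclusive means only one of the two criteria met; inactive means mean below 10% and not all replicates reach 10%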;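 further: 0% = median of on-plate neutral control wells and 100% = ellipticine 6 µM median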
#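 assay system = SV40-immortalized XiGFP fibroblast cells, line 68-5-11 | buffer or medium = DMEM plus 5-aza-dC sensitizer | doses = single-point pinned compound dosing | times = 3-day compound exposure, then 15 min fixation at room temperature | benchmarks = positive control ellipticine, 6 µM final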
# F508del corr: F508del CFTR correction, initial screen, CFBE line, single point; activity (quench increase), % at 7.58 µM; 350,000 compounds, 0.36% hits; CFBE cells, YFP halide quenching; stimulated with forskolin plus potentiator P3; % fluorescence drop versus neutral controls; AID 720511, 2013;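 active means mean added fluorescence quench of at least 8% versus neutral control, with both replicates also reaching 8%; inconclusive means only one of the mean or replicate conditions met; inactive means mean below 8% and not both replicates reaching 8%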;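 further: cells transiently co-express mutant CFTR-F508del with the halide-sensitive YFP; corrector assay measuring rescue of mutant channel to the surface after 24 h compound exposure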
# EWS-Fli block: EWS/Fli-driven NR0B1 reporter inhibitors, primary screen, A673 cells, NR0B1 luciferase, luminescence, MLPCN library; inhibition, % at 12.6 µM; viability-normalised; AID 651661, 2012; 350,000 compounds, 0.67% hits;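 active means mean inhibition of at least 50% after viability correction, with every replicate also passing that limit; inconclusive means mean reaches 50% but only one of two replicates passes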;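 further: firefly luciferase signal divided by Alamar Blue viability fluorescence both relative to DMSO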
# INS-1E GSIS act: GLuc luminescence reporter in INS-1E cells, primary screen for activators of glucose-dependent secretion of insulin | INS-1E GLuc reporter insulin secretion, 2-3 h | activation, % at 16.6 µM | 370,000 compounds, 0.61% hits;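 active means lowest replicate activation of at least 40%, so every replicate reaches that level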;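 further: 0% = median of neutral control wells and 100% = median of IBMX positive control wells; some compounds called inactive have numbers as strong as hits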
# PAX8 inh HTS: inhibitors of PAX8-driven TPO luciferase reporter, primary screen, RMG-I cells, single concentration. SteadyGlo, 24 h. inhibition, % at 12.6 µM. 360,000 compounds, 1.2% hits;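 active means mean replicate inhibition at least 60% with every replicate also reaching 60%; inconclusive means only one of the two criteria is met; inactive means mean below 60% and not all replicates reaching 60%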;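 further: luciferase light reporting Pax8 driven TPO promoter activity; plate controls were median of neutral control wells for no effect and mitoxantrone controls for full effect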
# ERp5 block: inhibitors of ERp5-driven insulin aggregation, primary screen, biochemical, turbidity, absorbance 650 nm, single point | Protein disulfide-isomerase A6 (Homo sapiens), Q15084 | 90 min | inhibition, % at 9.99 µM | 350,000 compounds, 0.05% hits | AID 651711, 2012;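 active means mean replicate inhibition above about 25%, with every replicate also reaching it, limit read from the data, passing the limit was not always enough; inconclusive means only one of those two criteria met; inactive means neither criterion met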
# Target sequence (Q15084 whole entry, looked up): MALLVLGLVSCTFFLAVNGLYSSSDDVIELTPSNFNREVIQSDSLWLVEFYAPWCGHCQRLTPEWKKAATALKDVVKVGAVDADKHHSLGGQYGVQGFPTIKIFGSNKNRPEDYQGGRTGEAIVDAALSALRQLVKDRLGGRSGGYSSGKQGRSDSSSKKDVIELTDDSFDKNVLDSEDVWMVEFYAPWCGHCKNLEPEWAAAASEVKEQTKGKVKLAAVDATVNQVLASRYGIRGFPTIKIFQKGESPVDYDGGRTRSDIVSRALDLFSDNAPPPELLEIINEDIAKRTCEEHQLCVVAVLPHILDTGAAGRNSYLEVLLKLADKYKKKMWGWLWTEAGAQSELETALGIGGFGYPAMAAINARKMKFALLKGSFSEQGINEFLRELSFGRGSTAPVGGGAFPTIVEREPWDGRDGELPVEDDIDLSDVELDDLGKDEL
# An asterisk follows results filed as active; ? = inconclusive; · = no result given.
No.	compound	ARNT TACC3 PPI	DENV2 CPE rescue	XiGFP reactiv	F508del corr
1	CC(=O)Nc1sc(C)c(C)c1C(=O)OCC(=O)N(CCC#N)c1cc(C)cc(C)c1	-5	?	1.6	-6.5
2	Cc1c(-c2cccc(Cl)c2)nc2ccccc2c1C(=O)OCC(=O)N(C)C1CCS(=O)(=O)C1 (configuration not stated)	6	0	0.0	-1.3
3	C[C@H]1CCCCO[C@@H](CN(C)Cc2ccc(C(F)(F)F)cc2)[C@@H](C)CN([C@@H](C)CO)C(=O)c2cc(NC(=O)CCC(F)(F)F)ccc2O1	-3	-6	-0.9	2.7
4	C[C@@H]1CCCCO[C@H](CN(C)C(=O)CCCN(C)C)[C@@H](C)CN([C@H](C)CO)C(=O)c2cc(NC(=O)Nc3ccc4c(c3)OCO4)ccc2O1	17	7	0.1	0.9
5	COc1ccc(C2/C=C\CC(OCc3ccccc3)CC(=O)N2Cc2cccc(F)c2)cc1 (configuration not stated)	-1	0	0.0	-1.7
6	CCCCN(C)C1CCN(C(=S)Nc2cccc(OC)c2)CC1	-3	8	-0.2	0.0
7	Cc1ccc(Oc2c(F)c(F)nc(N3CCCC3)c2F)cc1	1	8	0.0	-0.2
8	Cc1noc(C)c1NC(=O)Nc1ccc2c(c1)CC(=O)N([C@H](C)CO)C[C@@H](C)[C@@H](CN(C)S(C)(=O)=O)O2	2	-2	0.2	-2.3
9	O=C(O)CCCCNS(=O)(=O)/C=C/c1ccccc1	-17	-3	1.2	-1.8
10	CCc1ccc(NC(=O)CSc2nc3ncc(Br)cc3[nH]2)cc1	-1	6	0.2	-1.3
11	O=C(C[C@H]1C=C[C@H](NS(=O)(=O)c2ccc(F)cc2)[C@@H](CO)O1)N1CCc2ccccc2C1	-1	3	0.5	-0.9
12	CC1CN(CC(=O)NN=C(c2ccccc2)c2ccccc2)CC(C)O1 (configuration not stated)	2	0	0.0	-2.2
13	Cn1c(=O)c(Oc2ccc(F)cc2)c(O)c2ccccc21	-4	0	-0.1	0.1
14	COc1ccc(S(=O)(=O)Nc2cccc3c2O[C@H](CN(C)Cc2ccc(C(F)(F)F)cc2)[C@H](C)CN([C@@H](C)CO)C3=O)cc1	0	-1	-0.2	-9.2
15	CCCN1CCN(C(=O)Cn2ncc3ccccc32)CC1	1	-1	0.1	1.4

No.	EWS-Fli block	INS-1E GSIS act	PAX8 inh HTS	ERp5 block
1	7	1	-3	1
2	3	-9	13	-4
3	18	-7	7	6
4	-11	10	14	·
5	6	-24	3	-1
6	-5	-18	-20	4
7	-4	18	36	2
8	-8	14	7	·
9	-1	-5	6	0
10	·	19	1	-1
11	-2	13	5	7
12	3	-1	8	-2
13	-14	24	-13	4
14	-1	-19	·	6
15	-3	14	2	3

# (more compounds)
No.	compound	ARNT TACC3 PPI	DENV2 CPE rescue	XiGFP reactiv	F508del corr
16	O=C(C[C@H]1C[C@H]2c3cc(NC(=O)CC4CC4)ccc3O[C@H]2[C@@H](CO)O1)NCc1ccncc1	1	-1	0.0	-3.8
17	COc1ccc(C(=O)NCCOc2cccc(OC)c2)cc1	-4	2	0.0	-1.8
18	COc1ccc(S(=O)(=O)Nc2cccc3c2O[C@@H](CN(C)C(=O)Nc2ccc(C(F)(F)F)cc2)[C@H](C)CN([C@H](C)CO)C3=O)cc1	1	11	0.3	-6.7
19	COc1ccc(CC(=O)OCC(=O)N2CCN(S(=O)(=O)c3ccc(C)cc3C)CC2)cc1	-2	-1	0.0	-0.3
20	COC(=O)[C@]1(C)N[C@H](CN(C)C(=O)Nc2ccc(Cl)cc2)[C@@H]2C(=O)N(Cc3ccccc3)C(=O)[C@@H]21	-5	18	0.0	2.4
21	Cc1ccc(S(=O)(=O)NN2CCCCCC2)cc1	·	-2	-0.1	2.3
22	CCC(=O)Nc1ccc2c(c1)C(=O)N(C)[C@H]1CC[C@H](CC(=O)NCC3CCCCC3)O[C@H]1CO2	-10	6	0.1	0.6
23	O=c1c2ccccc2cnn1Cc1n[nH]c(=S)n1C1CC2CCC1C2 (configuration not stated)	2	-5	0.0	2.5
24	CC(C)C(=O)Nc1ccc2c(c1)C(=O)N(C)[C@H]1CC[C@@H](CC(=O)NCCc3ccccc3)O[C@H]1CO2	·	·	0.1	1.7
25	O=C(C[C@@H]1CC[C@@H]2[C@H](COC[C@H](O)CN2S(=O)(=O)c2ccccc2)O1)NCCN1CCCC1	·	7	0.1	6.1
26	COCCNC(=O)C[C@H]1C=C[C@H](NS(=O)(=O)c2ccc(C)cc2)[C@@H](CO)O1	-14	·	0.0	1.8
27	C[C@@H]1CN([C@H](C)CO)C(=O)c2cc(NS(=O)(=O)c3ccc(Cl)cc3)ccc2O[C@@H](C)CCCCO[C@H]1CN(C)S(=O)(=O)c1ccccc1	·	1	0.0	-3.6
28	CCC(c1nnnn1-c1ccc2c(c1)OCCO2)N1CCN(c2ccccc2OC)CC1 (configuration not stated)	·	-15	0.0	2.3
29	CCNC(=O)C[C@@H]1CC[C@H]2[C@@H](COC[C@H](O)CN2C(=O)Nc2ccc(C(F)(F)F)cc2)O1	-2	6	-0.1	0.6
30	O=C(CCN1C(=O)/C(=C/c2ccc(Cl)cc2)SC1=S)NCCCn1ccnc1	5	-6	0.0	-0.8

No.	EWS-Fli block	INS-1E GSIS act	PAX8 inh HTS	ERp5 block
16	1	8	1	0
17	-15	-9	-14	1
18	-2	-26	·	-2
19	-1	-14	-10	-3
20	-3	-40	-4	-4
21	-4	·	-9	-3
22	23	1	3	-2
23	13	-10	-5	2
24	1	-2	-13	·
25	2	2	-16	-7
26	-4	-9	-15	-3
27	·	-8	60	1
28	-4	-25	-4	-3
29	-5	-12	-4	-5
30	-3	14	-16	6

# (continued)
No.	compound	ARNT TACC3 PPI	DENV2 CPE rescue	XiGFP reactiv	F508del corr
31	O=C1CCC(c2ccc(-n3ccnc3)cc2)=NN1	-3	-8	-0.1	·
32	O=C(NC1CCCCCC1)c1ccc(CS(=O)(=O)Cc2ccc(F)cc2)o1	1	-6	0.2	0.5
33	CSCCC(NC(=O)COc1ccccc1)C(=O)NCC1COc2ccccc2O1 (configuration not stated)	0	-5	0.3	-1.7
34	CC(C)N(C(=O)Cn1cc(S(=O)(=O)CC(=O)NCCc2ccccc2)c2ccccc21)C(C)C	·	2	0.5	-3.0
35	O=C(NCC(=O)N1CCCCCC1)c1ccc(Cl)cc1	-3	-1	0.0	-2.3
36	Cc1nc(-c2ccc(F)cc2)c(CC(=O)N2CCN(S(=O)(=O)c3cccc(Cl)c3)CC2)s1	0	7	0.0	-0.4
37	C[C@H](CO)N1C[C@H](C)[C@@H](CN(C)C(=O)C2CC2)Oc2cc(-c3ccncc3)ccc2S1(=O)=O	-4	2	-0.5	0.2
38	CCc1ccc(C(C)(O)C(CN2CCOCC2)c2ccccc2)cc1 (configuration not stated)	-21	2	0.4	0.5
39	O=C1C(=Cc2ccco2)CCCC1=Cc1ccco1	18	14	-0.1	0.1
40	O=C(COC(=O)C1=COCCO1)NC1CCCCCCC1	-12	-2	0.2	1.1
41	CCOC(CCNC(=O)c1cc2c(=O)[nH]c3ccccc3c2s1)OCC	·	-4	0.0	4.9
42	CCCc1nc(SCC(=O)Nc2ccccc2)c2c(=O)n(C)c(=O)n(C)c2n1	-6	-5	0.1	1.3
43	COc1ccc(S(=O)(=O)N(C)C)cc1NC(=O)CCNC(=O)c1ccccc1OC	-5	0	0.2	0.0
44	FC(F)(F)C(F)(F)C(F)(F)c1nc2nc(Cl)c(Cl)nc2[nH]1	·	?	0.1	-4.1
45	CC(C)NC(=O)N1C[C@H]2[C@@H](c3ccccc31)[C@H](CO)N2C(=O)Nc1ccccc1	-2	·	0.4	-0.6

No.	EWS-Fli block	INS-1E GSIS act	PAX8 inh HTS	ERp5 block
31	-4	18	-13	-1
32	-16	8	-9	-2
33	7	-46	12	4
34	-11	-34	12	4
35	-60	-4	-53	-2
36	5	-40	22	0
37	0	1	·	3
38	2	-20	-10	3
39	-93	-25	-79	0
40	0	14	1	4
41	-1	·	-2	4
42	-10	4	-2	1
43	9	-1	-3	5
44	4	·	-28	-2
45	-6	0	-1	·

# Looked up one by one from above (3):
No.	compound	ARNT TACC3 PPI	DENV2 CPE rescue	XiGFP reactiv	F508del corr
39	O=C1C(=Cc2ccco2)CCCC1=Cc1ccco1	18	14	-0.1	0.1
41	CCOC(CCNC(=O)c1cc2c(=O)[nH]c3ccccc3c2s1)OCC	·	-4	0.0	4.9
44	FC(F)(F)C(F)(F)C(F)(F)c1nc2nc(Cl)c(Cl)nc2[nH]1	·	?	0.1	-4.1

No.	EWS-Fli block	INS-1E GSIS act	PAX8 inh HTS	ERp5 block
39	-93	-25	-79	0
41	-1	·	-2	4
44	4	·	-28	-2

# Further records
No.	compound	ARNT TACC3 PPI	DENV2 CPE rescue	XiGFP reactiv	F508del corr
46	O=C(c1ccccc1F)N1C[C@H]2[C@@H](c3ccccc31)[C@@H](CO)N2C(=O)C1CCCC1	-10	2	0.1	2.8
47	COc1cccc(/C=C/C(=O)NNC(=O)c2ccncc2)c1	0	1	-0.1	2.8
48	Cc1cc(C)cc(OCc2nnc(N)s2)c1	29	-4	0.3	-0.2
49	O=C(OCC(=O)N1CCN(c2ccccc2)CC1)c1cc(Br)ccc1Cl	-1	2	0.0	-0.1
50	COc1ccc(C(=O)C2CCCN(C(=O)c3cnsn3)C2)c(C)c1 (configuration not stated)	33	-1	0.4	-0.4
51	CC(C)(CO)NCC(O)COc1ccc2c(c1)CCC2 (configuration not stated)	-2	·	0.1	·
52	C[C@@]12CCC3[C@@](CCC4[C@@]3(C)CCC[C@@]4(C)C(=O)Nc3ccc(Cl)cc3)(CC1=O)C2 (some centres not stated)	1	6	0.0	-3.9
53	CCOC(=O)c1[nH]ncc1CN1CCCC(C(=O)c2cc(Cl)ccc2OC)C1 (configuration not stated)	-1	·	0.0	·

No.	EWS-Fli block	INS-1E GSIS act	PAX8 inh HTS	ERp5 block
46	1	9	5	1
47	13	-3	1	8
48	23	5	-3	0
49	-3	-5	3	-5
50	-3	13	-1	3
51	·	23	-9	·
52	-6	-8	18	3
53	·	1	5	·

# Some of the entries above, set out differently.
49. O=C(OCC(=O)N1CCN(c2ccccc2)CC1)c1cc(Br)ccc1Cl
53. CCOC(=O)c1[nH]ncc1CN1CCCC(C(=O)c2cc(Cl)ccc2OC)C1 (configuration not stated)
50. COc1ccc(C(=O)C2CCCN(C(=O)c3cnsn3)C2)c(C)c1 (configuration not stated)
entry no. | 49 | 53 | 50
ARNT TACC3 PPI | -1 | -1 | 33
DENV2 CPE rescue | 2 | · | -1
XiGFP reactiv | 0.0 | 0.0 | 0.4
F508del corr | -0.1 | · | -0.4
EWS-Fli block | -3 | · | -3
INS-1E GSIS act | -5 | 1 | 13
PAX8 inh HTS | 3 | 5 | -1
ERp5 block | -5 | · | 3
